Screening data (PubChem)
LmPK inhibitor: qHTS Assay for Inhibitors of Leishmania Mexicana Pyruvate Kinase (LmPK). Potency, µM (top dose mostly 57.5 µM), without a hit: at the top dose activity change, negative = inhibition, usual class: inhibitors. Q27686. purified LmPK, Kinase-Glo ATP luminescence, 1 h. actives 0.37% (n = 290,000); note: potency is the fitted concentration of half-maximal effect; % is set by controls: 0 for no effect and ±100 for the full control effect
Target sequence (Q27686 whole entry, looked up): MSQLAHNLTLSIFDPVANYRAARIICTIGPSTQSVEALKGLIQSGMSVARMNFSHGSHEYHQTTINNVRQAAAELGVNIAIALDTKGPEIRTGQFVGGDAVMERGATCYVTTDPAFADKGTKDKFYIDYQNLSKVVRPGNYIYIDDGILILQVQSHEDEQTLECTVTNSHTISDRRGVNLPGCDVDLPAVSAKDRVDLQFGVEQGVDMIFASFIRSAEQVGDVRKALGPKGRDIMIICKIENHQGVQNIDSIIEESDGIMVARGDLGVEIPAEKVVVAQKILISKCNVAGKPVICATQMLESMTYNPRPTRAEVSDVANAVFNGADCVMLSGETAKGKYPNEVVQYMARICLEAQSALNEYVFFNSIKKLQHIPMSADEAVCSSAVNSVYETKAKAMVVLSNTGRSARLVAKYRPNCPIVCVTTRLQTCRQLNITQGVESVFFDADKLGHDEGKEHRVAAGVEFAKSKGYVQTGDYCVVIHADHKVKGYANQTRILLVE
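0.1 nM LmPK, 0.5 mM PEP, 0.1 mM ADP; 50 mM imidazole pH 7.2, 7 mM MgCl2, 50 mM KCl; 1 h RT. Kinase-Glo luminescence readout, normalized to no-enzyme (full inhibition) and uninhibited wells.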
AmpC inh no detg: qHTS Inhibitors of AmpC Beta-Lactamase (assay without detergent); Potency, µM (titrated, usually from 57.1 µM), inactives show at the highest dose activity change, negative = inhibition, usual class: inhibitors; AmpC nitrocefin hydrolysis, absorbance 480 nm, 0.0001% Triton; P00811; actives 0.52% (n = 330,000); AID 485341, 2010;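 note: potency is the fitted concentration of half-maximal effect; plate controls were no compound for no effect and no enzyme for full effect; nearly all actives have a fitted effect of over 20% in size; some results filed as inactive show a strong effect at the top dose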
Target sequence (P00811 whole entry, looked up): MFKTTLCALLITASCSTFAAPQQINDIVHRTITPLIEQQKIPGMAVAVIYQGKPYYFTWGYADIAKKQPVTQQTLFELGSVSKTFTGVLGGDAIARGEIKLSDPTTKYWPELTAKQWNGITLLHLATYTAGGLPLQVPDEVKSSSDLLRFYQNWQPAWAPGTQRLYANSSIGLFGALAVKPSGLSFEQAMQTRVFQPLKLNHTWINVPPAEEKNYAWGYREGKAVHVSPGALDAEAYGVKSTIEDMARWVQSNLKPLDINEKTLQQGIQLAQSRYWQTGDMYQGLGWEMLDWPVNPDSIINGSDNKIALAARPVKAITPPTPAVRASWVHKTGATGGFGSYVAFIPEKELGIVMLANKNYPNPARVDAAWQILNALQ
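AmpC (5.3 nM in the dispensed reagent) in 20 mM phosphate pH 7.0 with 0.01% (detergent screen) or 0.0001% Triton X-100 was preincubated with compounds for 15 min at room temperature. Nitrocefin was then added from an 800 uM solution, and hydrolysis was followed at 480 nm.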
Pf growth 48h: Primary qHTS for delayed death inhibitors of the malarial parasite plastid, 48 hour incubation; P. falciparum luciferase growth in erythrocytes, 48 h; actives 5.9% (n = 310,000); Potency, µM (titrated, usually from 28.7 µM), inactives show at the top dose activity change, negative = inhibition, actives largely listed as inhibitors; note: potency is the fitted concentration of half-maximal effect; % is set by controls: 0 for no effect and ±100 for the full control effect
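Firefly luciferase activity from engineered P. falciparum reports growth; inhibitors lower the luminescent signal. Cultures contained 2% hematocrit erythrocytes at 0.1% final parasitemia.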
Pf growth 96h: Primary qHTS for delayed death inhibitors of the malarial parasite plastid, 96 hour incubation; P. falciparum luciferase reporter growth, 96 h; Potency, µM (titrated, usually from 28.7 µM), for the others: at the top dose activity change, negative = inhibition, most hits filed as inhibitors; actives 6.9% (n = 320,000); AID 504834, 2011; note: potency is the fitted concentration of half-maximal effect; % is set by controls: 0 for no effect and ±100 for the full control effect
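Cell-based qHTS: luciferase-tagged P. falciparum in erythrocytes (2% hematocrit, 0.05% parasitemia final) incubated with compounds for 96 hours, 37 C, 5% CO2; luciferase detection reagent then added and luminescence measured.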
TbPYK inhibitor: qHTS of Trypanosoma Brucei Inhibitors. TbPYK enzyme, Kinase-Glo Plus ATP luminescence, 45 min. actives 0.12% (n = 410,000). Potency, µM (titrated, usually from 76.8 µM), for the others: at the top dose activity, negative = inhibition, usual class: inhibitors. pyruvate kinase (Trypanosoma brucei), Q57TT1. AID 624173, 2012; note: potency is the fitted concentration of half-maximal effect; % is set by controls: 0 for no effect and ±100 for the full control effect; nearly all actives have a fitted effect of over 50% in size
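Luminescent Kinase-Glo Plus end-point after 45 min room-temperature reaction of T. brucei pyruvate kinase started with 130 uM ADP (final). Buffer TEA 50 mM pH 7.2 with KCl, MgCl2, BSA, Tween-20; titration-based qHTS with fitted concentration-effect curves.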
Shiga toxin inh: A qHTS for Small Molecule Inhibitors of Shiga Toxin; Vero cells, Shiga toxin protein synthesis inhibition reporter; AID 2315, 2010; inhibition, % at 38.7 µM; actives 9.2% (n = 290,000); in the data active = inhibition mostly above about 28%, no sharp cut-off; inactive = mostly below about 43%; note: 0% is about no effect
CHX counter: Cycloheximide Counterscreen for Small Molecule Inhibitors of Shiga Toxin; max response, %; actives 12% (n = 300,000); AID 2314, 2010; cell reporter, cycloheximide protein synthesis inhibition counterscreen; in the data active = max response mostly above about 13%, no sharp cut-off; inactive = mostly below about 14%; note: read at 38.3 µM for the half of the compounds with a filed dose; 0% is about no effect
An asterisk follows results filed as active; ? = inconclusive; . = not tested or not shown; [ ] = remark or other dose. Unless noted, calls come from the whole dose curve; as a rule, active = well fitted curve in the direction sought with a large enough effect; inconclusive = small, poorly fitted or top-dose-only effect, or another doubt; inactive = no such curve, though single readings can be large; an effect the other way counts as inactive or inconclusive.

The line under a structure holds: LmPK inhibitor	AmpC inh no detg	Pf growth 48h	Pf growth 96h	TbPYK inhibitor	Shiga toxin inh	CHX counter
[1] COC(=O)C(Cc1ccccc1)NC(=O)CCC(=O)NC(C)CCc1ccccc1 (stereo not drawn)
  11%	77%[activator]	8%	?	0%	.	1
[2] O=C(CCN1CCc2ccccc2C1)Nc1ccccc1
  2%	2%	?	7%	-11%	17	10
[3] O=c1cc(-c2ccccc2)nc2cc(-c3ccco3)[nH]n12
  -1%	-41%	6%	?	-5%	44	18*
[4] Cc1sc2ncn(CC(=O)NCC3COc4ccccc4O3)c(=O)c2c1S(=O)(=O)N1CCOCC1 (stereo not drawn)
  -5%	-15%	-10%	-19%	3%	26	8
[5] O=C(CNC(=O)c1cn2ccccc2n1)Nc1ccc(F)c(F)c1
  .	-3%	92%[activator]	146%[activator]	8%	.	.
[6] COC(=O)[C@@H]1C[C@H]1[C@@H](NC(=O)c1ccccc1)c1ccccc1
  0%	-10%	20%	-8%	2%	-6	-3
[7] O=S(=O)(c1ccccc1)N1CCCC1c1nc2ccccc2s1 (stereo not drawn)
  -2%	1%	-17%	6%	3%	-4	-2
[8] Cc1ccc(C(=O)C2CCN(S(=O)(=O)c3c(C)noc3C)CC2)cc1
  7%	12%	-6%	20%	0%	-4	-4
[9] COC(=O)c1ccc(/C=N/NC(=O)C(=O)N2CCCCCC2)cc1
  1%	-30%	0%	14%	3%	-6	-3
[10] CC(C)n1cc(C(=O)c2ccccc2O)cc(C#N)c1=O
  12%[11.5 µM]	-32%	-13%	-14%	2%	6	-5
[11] O=C(COC(=O)Cc1ccccc1[N+](=O)[O-])NCc1ccc(F)cc1
  0%	-15%	15%	38%[activator]	3%	-3	-1
[12] CC(C)CC(=O)Nc1ccccc1N1CCOCC1
  2%	0%	36%[activator]	24%	-5%	-14	-3
[13] CC(=O)c1ccccc1N(C(=O)c1ccco1)C(C(=O)NC1CCCC1)c1ccc(N2CCOCC2)cc1 (stereo not drawn)
  10%	55%	?	0%	-2%	-4	-2
[14] C=CCNC(=O)CN(Cc1ccccc1)S(=O)(=O)c1ccccc1
  2%	2%	-25%	?	-1%	-12	-2
[15] CCC(c1nnnn1Cc1ccc2c(c1)OCO2)N1CCN(c2ccccc2)CC1 (stereo not drawn)
  2%	14%	12µM*	21%	-11%	-9	2
[16] COc1cccc(NC(=O)Nc2nnc(Cc3ccccc3F)s2)c1
  1%	-44%	-7%	5%	-2%	-10	-4
[17] C/C(=N\OCC(=O)Nn1c(=O)[nH]c2ccccc2c1=O)c1cccs1
  6%	-23%	7%	?	-2%	-4	-1
[18] O=C(Nc1ccc2nc(-c3ccco3)[nH]c2c1)c1ccco1
  -15%	-23%	.	.	5%	45*	33*
[19] COC(=O)c1ccc(Cn2cc(Cl)cn2)cc1
  2%	-15%	-10%	.	0%	7	0
[20] Cc1ccc(Cl)cc1NC(=O)c1cc(NC(=O)CCCC(=O)O)ccc1N1CCCCC1
  4%	39%	-6%	40%[activator]	3%	14	-2

Limited to Pf growth 96h, CHX counter and LmPK inhibitor, for 2 of the compounds above:
nr | Compound | Pf growth 96h | CHX counter | LmPK inhibitor
12 | CC(C)CC(=O)Nc1ccccc1N1CCOCC1 | 24% | -3 | 2%
13 | CC(=O)c1ccccc1N(C(=O)c1ccco1)C(C(=O)NC1CCCC1)c1ccc(N2CCOCC2)cc1 (stereo not drawn) | 0% | -2 | 10%

Other compounds follow.
The line under a structure holds: LmPK inhibitor	AmpC inh no detg	Pf growth 48h	Pf growth 96h	TbPYK inhibitor	Shiga toxin inh	CHX counter
[21] Cc1ccc(S(=O)(=O)c2nc(-c3ccccc3Cl)oc2N(C)C)cc1
  -10%	12%	132%[activator]	?	-4%	86*	57*
[22] O=C(Nc1ccc(F)c([N+](=O)[O-])c1)c1ccc2c(c1)OCCO2
  7%	-12%	67%[activator]	-25%	2%	55*	33*
[23] COc1ccc(S(=O)(=O)N2CCCN(CC(=O)Nc3ccc(OC)c(Cl)c3)CC2)cc1
  1%	79%[activator]	?	31%	-4%	-6	-4
[24] COc1cc(C)nc(N2CCCC(C(=O)Nc3ccccc3Br)C2)n1 (stereo not drawn)
  -1%	-12%	-3%	10%	2%	-14	-4
[25] Cc1ccc2cc(C(c3nnnn3C3CCCC3)N(Cc3cccnc3)Cc3ccco3)c(=O)[nH]c2c1 (stereo not drawn)
  -1%	-5%	13µM*	-22%	-11%	22	0
[26] Cc1cc(C)cc(N2CC(C(=O)OCC(=O)Nc3cc(C)on3)CC2=O)c1 (stereo not drawn)
  -1%	-3%	18%	?	-6%	-10	-5
[27] CCOC(=O)C1=C(C)NC(=O)CC1c1cc2c(cc1Br)OCO2 (stereo not drawn)
  5%	-13%	-22%	68%[activator]	-5%	-5	-3
[28] C=CCOc1ccc(/C=C/C(=O)OC(C)C(=O)Nc2ccc(NC(C)=O)cc2)cc1 (stereo not drawn)
  .	26%	33%[activator]	33%[activator]	-13%	.	.
[29] COCCN(CC(=O)Nc1cccc(C)c1C)C(=O)Cn1c(=O)cnc2ccccc21
  .	-33%	-27%	2%	-7%	.	.
[30] c1ccc(-c2cncn2-c2ccccc2)cc1
  .	-7%	-13%	35%[activator]	1%	.	.
[31] Cn1c(SCC(=O)c2ccc(F)cc2)nc2cccnc21
  -2%	-12%	-8%	5%	3%	3	-3
[32] CCCC(C)C(=O)Nc1ccc(Cl)cc1Cl (stereo not drawn)
  -5%	-26%	.	-12%	-1%	-6	-1
[33] C[C@@]12C(=O)N(CC3CC3)CC(=O)N1[C@H](/C=C/c1ccccc1)[C@@H]1C(=O)N(c3ccccc3)C(=O)[C@@H]12
  -4%	164%[activator]	-11%	50%[activator]	-6%	1	1
[34] CCOC(=O)c1ccc(NC(=O)CCc2ccc(C)o2)cc1
  3%	-10%	?	?	-19%	27	4
[35] CCn1c(/C=N/n2cnnc2)nc2ccccc21
  0%	-29%	.	3%	6%	20	-2
[36] COC(=O)C1CSC(C(=O)OC)N1C(=O)CN1CCN(c2ccc(OC)cc2)CC1 (stereo not drawn)
  -4%	8%	6%	76%[activator]	3%	-1	10
[37] Clc1cccc(-c2cc3nc4c(c(NCc5ccco5)n3n2)CCCC4)c1
  1%	20%	-77%	?	2%	131*	47*
[38] O=C(NCc1ccccc1)C(=O)NCC1CCCN1S(=O)(=O)c1cccs1 (stereo not drawn)
  .	0%	?	?	-12%	.	.
[39] O=C(CSc1ncccn1)c1ccccc1Br
  7%	-19%	48%[activator]	20%	-30%	35*	26*
[40] O=C1CSC(c2cccnc2)N1Cc1ccc(Cl)cc1Cl (stereo not drawn)
  1%	-15%	?	9.3µM*	-2%	20	-2

Compounds shown so far with bromine (3):
The line under a structure holds: LmPK inhibitor	AmpC inh no detg	Pf growth 48h	Pf growth 96h	TbPYK inhibitor	Shiga toxin inh	CHX counter
[24] COc1cc(C)nc(N2CCCC(C(=O)Nc3ccccc3Br)C2)n1 (stereo not drawn)
  -1%	-12%	-3%	10%	2%	-14	-4
[27] CCOC(=O)C1=C(C)NC(=O)CC1c1cc2c(cc1Br)OCO2 (stereo not drawn)
  5%	-13%	-22%	68%[activator]	-5%	-5	-3
[39] O=C(CSc1ncccn1)c1ccccc1Br
  7%	-19%	48%[activator]	20%	-30%	35*	26*

Single entries from the results shown.
In TbPYK inhibitor, `Cn1c(SCC(=O)c2ccc(F)cc2)nc2cccnc21` has 3%
In AmpC inh no detg, `CCOC(=O)c1ccc(NC(=O)CCc2ccc(C)o2)cc1` has -10%
In TbPYK inhibitor, `C[C@@]12C(=O)N(CC3CC3)CC(=O)N1[C@H](/C=C/c1ccccc1)[C@@H]1C(=O)N(c3ccccc3)C(=O)[C@@H]12` has -6%
In Shiga toxin inh, `COc1ccc(S(=O)(=O)N2CCCN(CC(=O)Nc3ccc(OC)c(Cl)c3)CC2)cc1` has -6
In CHX counter, `CCCC(C)C(=O)Nc1ccc(Cl)cc1Cl` (stereo not drawn) has -1

(list continues)
The line under a structure holds: LmPK inhibitor	AmpC inh no detg	Pf growth 48h	Pf growth 96h	TbPYK inhibitor	Shiga toxin inh	CHX counter
[41] CCOC(=O)c1c(C)c(C)n(Cc2cccc(OC)c2OC)c1C
  -2%	0%	12µM*	8.3µM*	10%	-14	-4
[42] COc1ccc(Cl)cc1C(=O)Nc1ccc(S(=O)(=O)N2CCCC2)cc1
  9%	0%	40%[activator]	.	4%	-32	3
[43] COc1ccc(C)cc1NC(=O)NNC(=O)C(C)Oc1ccc([N+](=O)[O-])cc1 (stereo not drawn)
  -6%	-35%	10%	37%[activator]	-4%	-11	-2
[44] Oc1ccc(-c2nnc(-c3ccc(O)cc3)nn2)cc1
  -3%	-28%	?	?	4%	25	26*
[45] O=C(O)C(=O)Cc1c[nH]c2ccccc12
  8%	-16%	?	-31%	-10%	18	0
[46] [O-]/C(=C(\C(=S)Nc1ccc(SC(F)F)cc1)[n+]1cccc(CO)c1)c1ccc(Cl)s1
  3%	-46%	-16%	?	-3%	-5	12
[47] O=C(Nc1nnc(CSCc2ccc(F)cc2)s1)c1cccc([N+](=O)[O-])c1
  2%	-18%	30%	-29%	2%	-12	0
[48] COc1ccc(C(=O)NNC(=O)CCc2ccccc2OC)cc1
  -4%	-20%	18%	55%[activator]	-2%	-8	2
[49] C/C(CC(=O)Nc1ccccn1)=N\NC(=O)C(=O)Nc1cccc(C)c1
  -7%	-33%	72%[activator]	?	2%	15	-1
[50] O=S(=O)(c1cccc(S(=O)(=O)N2CCCC2)c1)N1CCCCC1
  -1%	-34%	28%	-26%	-17%	22	-2
[51] COc1ccc(/C=N/N=C2\SC(CC(=O)O)C(=O)N2c2ccccc2)c(OC)c1 (stereo not drawn)
  3%	-14%	13%	13%	1%	-7	-1
[52] CC(NC(=O)COC(=O)C1CSC2(C)CCC(=O)N12)C12CC3CC(CC(C3)C1)C2 (stereo not drawn)
  23%	159%[activator]	-14%	4%	1%	20	4
[53] COc1cccc(CNC(=O)c2ccc3c(c2)S(=O)(=O)N=C2CCCCCN23)c1
  -10%	-23%	9%	?	-7%	46	-1
[54] O=C1N=C(N2CCOCC2)S/C1=C/c1ccc(-c2ccccc2Cl)o1
  0%	-6%	?	?	-3%	6	6
[55] CC(C)(C)c1ccc(OCc2cnc(Cl)s2)cc1
  7%	-11%	25%	5%	8%	75*	35*
[56] C=CCOc1ccccc1CNc1ccc2[nH]c(=O)[nH]c2c1
  4%	-25%	0%	-3%	-18%	10	-3
